Bioassay records as filed in PubChem.
S1P4 antagonist: human S1P4 receptor antagonism | O95977 | S1P4-expressing cells, antagonist mode, reporter read-out | inhibition, % at 4.98 µM | 220,000 compounds, 0.26% hits; in the data active = inhibition above about 29%;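 note: 0% = wells stimulated with agonist and 100% = vehicle wells without agonist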
Target sequence (O95977 whole entry, looked up): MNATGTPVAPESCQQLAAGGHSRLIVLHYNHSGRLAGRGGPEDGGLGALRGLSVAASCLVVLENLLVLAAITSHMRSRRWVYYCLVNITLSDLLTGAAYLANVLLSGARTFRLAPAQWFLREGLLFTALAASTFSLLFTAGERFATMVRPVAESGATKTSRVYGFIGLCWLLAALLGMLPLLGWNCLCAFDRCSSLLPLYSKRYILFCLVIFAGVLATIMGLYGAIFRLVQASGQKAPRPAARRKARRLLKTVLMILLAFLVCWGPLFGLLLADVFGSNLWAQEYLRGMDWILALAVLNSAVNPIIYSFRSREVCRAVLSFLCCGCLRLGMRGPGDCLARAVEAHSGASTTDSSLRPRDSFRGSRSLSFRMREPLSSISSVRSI
EP2 mod: EP2 receptor (human) modulation; P43116; EP2-expressing cells, cAMP HTRF FRET, PGE2 co-stimulation; induction, % at 25 µM; 260,000 compounds, 0.83% hits; AID 940;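 active = compounds whose cAMP rise, as percent of the full-agonist control response, exceeds 60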;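 note: rat C6 glioma line stably carrying human EP2 under a CMV promoter; the protocol text gives 20 µM as final concentration; 100% = response of wells given 1 µM PGE2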
NPY-Y1 antag: NPY-Y1 (human) receptor antagonism; inhibition, % at 3.6 µM; P25929; HEK293-CNG Y1 cells, membrane potential fluorescence; NPY at EC95, then isoproterenol; 200,000 compounds, 1% hits;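 active = inhibition above the campaign mean inhibition of all tested compounds plus 3 SD, cut at about 20% in these data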;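 note: 0% = DMSO wells given NPY plus isoproterenol and 100% = isoproterenol alone without NPY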
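Material: Y1- and CNG-channel-expressing HEK293 cells / Probe or stimulus: NPY 25 nM then isoproterenol 1 µM plus Ro 20-1724 25 µM / Doses: 3.6 µM single dose, DMSO 0.4% / Schedule: compound incubation 1 h at room temperature, readout 45 min post-stimulation / Signal: membrane potential fluorescence / Benchmarks: isoproterenol-only wells as full block versus NPY-plus-isoproterenol wells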
TRPN1 ag: activates the zebrafish TRPN1 channel; HEK293 zebrafish TRPN1-YFP, Fluo-8 calcium fluorescence; 100% = response to 87 µM carbachol; activation, % at 3 µM; 220,000 compounds, 0.18% hits; AID 1424;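 active = activation above its plate's cutoff, the mean activation of test wells on that plate plus 3 SD, cut at about 19% in these data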;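 note: 0% = DMSO alone and 100% = 87 µM carbachol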
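Assay system: Zebrafish TRPN1-YFP in HEK293 cells | Incubation: Dye loading 1 h at 37 °C, then 30 min room temperature | Measured by: Kinetic Fluo-8 fluorescence, ex 470-495, em 515-575 nm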
S1P4 ag: agonists of human S1P4 receptor. O95977. S1P4-expressing cell line, agonist reporter assay. activation, % at 4.98 µM. 220,000 compounds, 0.35% hits. AID 1509; in the data active = activation above about 11%;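 note: 0% = DMSO vehicle and 100% = reference agonist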
TRPML3 ag: human mucolipin-3 channel agonism; Q8TDD5; HEK293 TRPML3-YFP, Fluo-8 calcium fluorescence; 100% = the carbachol control signal; activation, % at 3 µM; 220,000 compounds, 0.29% hits; AID 1448;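 active = activation above its plate's cutoff, the mean activation of the plate's test wells plus 3 SD, cut at about 12% in these data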;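 note: 0% = DMSO only wells and 100% = carbachol wells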
Target sequence (Q8TDD5 whole entry, looked up): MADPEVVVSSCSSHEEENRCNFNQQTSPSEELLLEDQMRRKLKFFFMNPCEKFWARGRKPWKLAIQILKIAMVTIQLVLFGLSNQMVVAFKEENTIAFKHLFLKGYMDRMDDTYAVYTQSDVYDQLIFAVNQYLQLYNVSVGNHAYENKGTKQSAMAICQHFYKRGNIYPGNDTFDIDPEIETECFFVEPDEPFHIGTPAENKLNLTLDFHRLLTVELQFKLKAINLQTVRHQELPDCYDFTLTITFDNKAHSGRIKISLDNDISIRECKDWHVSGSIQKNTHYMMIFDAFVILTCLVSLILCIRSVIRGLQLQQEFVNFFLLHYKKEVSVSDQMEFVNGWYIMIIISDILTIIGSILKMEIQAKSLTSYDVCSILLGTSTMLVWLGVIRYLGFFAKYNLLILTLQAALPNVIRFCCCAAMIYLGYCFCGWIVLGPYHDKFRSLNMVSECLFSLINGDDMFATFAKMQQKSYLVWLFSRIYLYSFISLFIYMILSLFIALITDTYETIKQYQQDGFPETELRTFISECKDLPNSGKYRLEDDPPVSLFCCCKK
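Test system: TRPML3-YFP stable HEK293 cells. Doses: single point at 3 µM. Incubation: dye loading 1 h 37 °C then 30 min ambient, 125 s read. Signal: Fluo-8 calcium dye fluorescence, ex 470-495, em 515-575 nm. Measure: percent activation from peak-to-basal fluorescence ratio, scaled between DMSO and carbachol.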
NPY2 pot ag: potentiates or activates human NPY-Y2 receptor. P49146. cells expressing NPY-Y2, potentiator/agonist read-out. activation, % at 3.6 µM. 220,000 compounds, 0.45% hits; in the data active = activation above about 27%;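 note: cells stimulated with NPY near EC25 plus isoproterenol at EC100; 0% = vehicle plus submaximal agonist and 100% = vehicle plus saturating agonist; some results beyond the cut were filed as inactive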
NPY-Y1 PAM-ag: potentiates or activates human NPY-Y1 receptor | NPY-Y1 expressing cells, potentiator/agonist activation | 220,000 compounds, 0.37% hits | P25929 | activation, % at 3.6 µM; in the data active = activation above about 33%, passing the limit was not always enough;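 note: cells stimulated with NPY at EC10 then isoproterenol at EC100; 0% = low agonist plus stimulus and 100% = saturating agonist plus stimulus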
CHOP inh: CHOP inhibition in unfolded protein response; 220,000 compounds, 3.8% hits; AID 2732; CHO-K1 CHOP-promoter luciferase, tunicamycin-induced, 15-18 h; inhibition, % at 10 µM;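 active = compounds that reduced the stress-induced luciferase reporter signal by more than about 70% of percent inhibition, limit read from the data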;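 note: 0% = tunicamycin plus vehicle and 100% = wells without tunicamycin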
Starred values were filed as active, the others as inactive; . = no result given; & = joins results of further samples.

cpd	structure	NPY-Y1 PAM-ag	TRPML3 ag	TRPN1 ag	NPY2 pot ag	NPY-Y1 antag	S1P4 antagonist	S1P4 ag	EP2 mod	CHOP inh
1	O=C(NNC(=S)NC(=O)c1ccccc1[N+](=O)[O-])c1ccc(Cl)cc1Cl	4	0.0	-0.5	6	1	-15	1.1	3	-11
2	O=C(COC(=O)/C=C/c1cccs1)Nc1ccccc1Cl	2	-0.2	-2.5	8	5	10	-0.3	-31	8
3	Cc1ccccc1NC(=O)NCc1ccco1	6	1.1	-0.5	-22	-1	0	2.3	1	-12
4	C=CCn1c(COc2ccc(Cl)cc2)nnc1SCC(=O)N1CC(=O)Nc2ccccc21	4	-0.7	0.1	14	2	5	-1.7	-25	-11
5	CC(C)n1c(Sc2nccn2C)nc2c1c(=O)n(C)c(=O)n2C	7	-0.5	0.8	-4	11	-2	2.1	19	43
6	CCOC(=O)c1[nH]c2ccc(OC)cc2c1NC(C)=O	8	0.8	1.0	14	3	-12	-1.6	20	-2
7	Cc1ccc(C)c2c1[nH]c1ccc([N+](=O)[O-])cc12	7	0.2	0.1	18	-2	-11	0.3	-9	82*
8	O=C(CSc1nc2ccccc2c2nc3ccccc3n12)NCc1ccco1	-2	0.3	0.6	-5	19	-30	0.9	-7	-14
9	CCN1CCN(C(=O)c2cc3c(s2)-c2ccccc2S(=O)(=O)C3)CC1	-6	1.1	0.8	-7	3	-5	0.8	12	34
10	Cc1ccccc1-c1c(C)oc2cc(O)ccc2c1=O	2	0.5	0.0	10	6	5	-0.4	26	22
11	O=C(Nc1cc([N+](=O)[O-])ccc1F)c1ccc2c(c1)OCCO2	-6	0.9	0.9	8	3	-27	1.4	-16	6
12	COCCn1nnnc1C(c1ccccc1)N1CCN(Cc2ccc3c(c2)OCO3)CC1 (configuration not stated)	-6	0.6	0.7	4	7	7	-2.2	3&10	13
13	CC(Nc1ccc2c(c1)OCCO2)C(=O)Nc1ccc2c(c1)OCO2 (configuration not stated)	18	1.3	1.8	8	-4	-7	2.4	12	16
14	COc1ccc(Br)cc1/C=C/C(=O)Nc1c(C)cccc1C	6	-0.3	-1.2	-8	3	95*	0.6	-30	3
15	COC(=O)c1cc(NC(=O)CC2C(=O)NCCN2C(=O)c2ccccc2)cc(C(=O)OC)c1 (configuration not stated)	-16	0.3	-0.2	-7	-1	-2	8.6	26	28
16	CCOc1ccc(NC(=S)NCCCN2CCN(C3CCCCC3)CC2)cc1	-9	0.9	-0.9	-3	4	-18	0.8	5	7
17	CN(C)CCN1CC(O)=C(c2nc3ccccc3s2)C1=N	-1	0.7	-0.3	-3	.	4	0.0	-63	-8
18	O=C(NCCc1ccc(Cl)cc1)c1cc(-c2ccncc2)nc2ccccc12	-61	-0.6	0.3	-39	.	13	0.3	-32	-10
19	O=C(O)CCC(=O)NC1CCCCC1NC(=O)CCC(=O)O (configuration not stated)	25	0.5	0.0	4	-1	5	0.5	.	.
20	CC(=O)N1CCCc2cc(S(=O)(=O)N3CCC(C)CC3)ccc21	3	0.0	1.1	5	3	2	2.1	8	6
21	COCCNC(=O)/C(C#N)=C/c1ccc(C)o1	18	0.9	0.4	-2	2	-6	-1.4	29	1
22	Cc1ccc2cc(CN(Cc3ccco3)C(=O)C3CCCCC3)c(=O)[nH]c2c1C	-8	1.2	0.0	-26	0	-4	-2.1	-5	51
23	Cc1cc(SC(C)C(=O)Nc2c(C)n(C)n(-c3ccccc3)c2=O)nc2ccccc12 (configuration not stated)	20	-0.4	-1.0	2	-1	-4	-0.2	21	23
24	CCn1c(SCC(=O)Nc2ccc(C)cc2)nc2nc3c(cc2c1=O)CCCC3	-19	0.2	0.1	8	-3	-15	2.5	6	47
25	CCCCN1C(=O)/C(=C2\SC(N3CCCCC3)=NC2=O)c2ccccc21	1	-0.6	-1.1	10	-1	-5	2.0	65*	23
26	O=C(O)C1CC=CCC1C(=O)NCCCCc1ccccc1 (configuration not stated)	-2	0.8	0.4	-10	5	-1	-0.9	33	2
27	COc1cc(SC)ccc1C(=O)NCc1ccc(C)cc1	-35	0.3	-0.3	-18	7	-16	2.1	-28	1
28	C=CCc1cccc2cc(C(=O)NC(C)(C)C)c(=O)oc12	-15	0.2	-1.0	2	8	-4	-2.2	-18	13
29	CC1(C(=O)CSc2nc3ccccc3s2)CCC(=O)O1 (configuration not stated)	10	-0.2	-2.2	-3	2	7	0.2	19	-2
30	COc1cc(OC)cc(-c2nnc(SCC(=O)N(Cc3ccccc3)C(C)(C)C)o2)c1	-18	1.7	0.7	-14	3	-1	1.8	37	46
31	O=C1COc2ccc(C(=O)CSc3nnc(Cc4cccs4)n3-c3ccccc3)cc2N1	-3	-0.5	-2.6	2	-2	5	-3.6	-26	-17
32	Cc1ccc(Nc2nc(=O)c3cc([N+](=O)[O-])ccc3s2)cc1	21	0.1	2.8	-2	.	-12	-1.2	30	93*
33	CN(C)c1ccc(N2C(=O)CC(c3ccccc3)CC2=O)cc1	-3	1.0	-0.5	20	.	0	0.7	7	-3
34	CC(C)(C)c1cc(C(=O)NCc2cccnc2)ccn1	21	-0.3	1.3	-3	-1	-4	0.6	-9	15
35	CC[C@H](C)/C=C(C)/C=C/C1=CC2=CC(=O)[C@]3(C)OC(=O)[C@@H](C(C)=O)[C@@H]3C2=CO1	0	0.3	1.0	-18	2	3	0.0	-24	-1
36	O=C(NNc1c2ccccc2nc2ccccc12)c1cccc(O)c1	0	-0.5	-0.3	0	-6	-5	0.9	-8	17
37	COc1ccc(Cc2nnc(NC(=O)CSc3ccccc3)s2)cc1OC	-12	0.6	1.5	-8	0	4	-0.1	-1	19
38	CN(C)C(=O)CSc1nnc(Cc2ccc([N+](=O)[O-])cc2)o1	-4	0.5	1.0	-5	3	-16	-0.9	-1	-3
39	C/C(=N/NC(=O)c1cccnc1)C1=C(O)CC(C)(C)CC1=O	6	1.3	1.0	5	-2	-11	1.9	6	-22
40	CC(=O)Nc1ccc(/C(C)=N/Nc2nc(Nc3ccccc3)nc(N3CCOCC3)n2)cc1	-3	0.6	0.8	2	-4	-3	2.6	-55	-31
41	Cc1nc(NC(=O)C2CC2)sc1C(=O)N1CCCCC1	4	-0.3	0.7	-4	-4	-27	0.8	9	33
42	N#CCSc1nc(Nc2ccc3c(c2)OCO3)c2ccccc2n1	-4	-0.6	0.7	3	1	-40	-0.4	-18	12
43	CS(=O)(=O)NCc1ccc(C(=O)O)cc1	8	-0.8	1.8	5	4	14	1.0	11	-9
44	O=C(CN1C(=O)c2ccccc2S1(=O)=O)Nc1ccccc1C(=O)NCc1ccco1	-2	1.0	0.3	-3	-1	-11	0.8	-18	8
45	C[N+]1(CC(=O)Nc2ccccc2Cl)CCN(C(=O)c2cccs2)CC1	-4	0.2	-0.5	6	-1	-8	-1.4	39	-39
46	CCN(CC(=O)Nc1sc2c(c1C#N)CCC(C)C2)Cc1nc2ccccc2c(=O)[nH]1 (configuration not stated)	3	1.1	0.7	-11	6	-21	-0.1	11	52
47	c1ccc(-c2ccccc2OCCCCN2CCCCCC2)cc1	-14	0.8	0.8	-13	24*	10	-0.7	-32	1
48	C/C(=N\Nc1ncc(Cl)cc1Cl)c1ccc(C#N)cc1	4	-0.1	-0.8	-14	5	6	1.0	36	13
49	CCOc1ccc(Nc2ncnc3c2cnn3-c2ccccc2)cc1	-4	0.7	1.2	0	-5	9	-1.2	15	101*
50	COc1cccc(CN2CCN(c3ncccn3)CC2)c1	-1	0.3	-0.6	9	-3	-1	1.7	30	13

The results go on.
cpd	structure	NPY-Y1 PAM-ag	TRPML3 ag	TRPN1 ag	NPY2 pot ag	NPY-Y1 antag	S1P4 antagonist	S1P4 ag	EP2 mod	CHOP inh
51	COc1ccc(C2CCCN2C(=O)Nc2ccc(F)cc2)cc1OC (configuration not stated)	-27	0.6	0.9	8	2	-6	2.9	1	-1
52	Cc1ccc(C(=O)Nc2nc(-c3cccnc3)cs2)o1	9	0.6	0.8	-3	-1	-14	0.5	-17	36
53	Cc1nn(C)cc1/C=N/NC(=S)Nc1ccccc1	2	0.8	0.4	-13	7	-16	-0.5	27	-5
54	COc1ccc(N2C(=O)CSC23C(=O)Nc2ccccc23)cc1 (configuration not stated)	-3	0.0	-0.3	26	-4	-2	-0.6	5	13
55	Cn1c(C(=O)N2CCN(C(=O)c3ccco3)CC2)cc2c(=O)n(C)c3ccccc3c21	-11	0.4	1.7	3	1	-20	1.3	-2	25
56	COc1ccccc1-c1nc(-c2ccccn2)no1	16	-0.5	-0.3	7	-3	-9	-5.0	22	59
57	COc1ccc(Cc2nnc(SCC(=O)NC(C)c3ccccc3)o2)cc1 (configuration not stated)	0	-0.1	1.1	-12	4	-7	0.1	5	0
58	O=C(O)Cc1ccc(C(=O)c2cccs2)s1	-4	-1.0	-0.6	-3	6	-10	1.6	-10	42
59	CC1CCC(C(C)C)C(OCC(O)C[N+]2(C)CCCCC2)C1 (configuration not stated)	17	1.8	-0.3	-2	-1	-2	0.0	17	-8

Not a hit list (roughly 6.5% active in at least one column).
